Screens deposited in PubChem BioAssay by Sanford-Burnham Center for Chemical Genomics.
HKDC1 inh: HKDC1 hexokinase inhibitors, primary screen, biochemical, fluorescence, uHTS. Q2TB90. recombinant HKDC1, G6PDH/diaphorase resazurin coupled fluorescence. inhibition, % at 20 µM. hit rate 0.16% among 340,000;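 active = inhibition above about 35% when tested at 20 µM, limit read from the data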;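 note: plate controls were DMSO wells with enzyme for no effect and DMSO wells lacking enzyme for full effect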
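Material – in-house recombinant HK5 (HKDC1) enzyme · Quantity – HKDC1 at 5 µg/mL · Buffer or medium – pH 8.0 Tris buffer with 10 mM MgCl2 · Reagent – glucose with 1 mM ATP · Dosing – single 20 µM dose · Times – reaction time 90 min, room temperature, protected from light · Technique – resorufin fluorescence at 613 nm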
SENP1 inh: human SENP1 catalytic domain inhibitors, primary screen, biochemical, FRET, uHTS; hit rate 0.21% among 360,000; recombinant SENP1 catalytic domain, CyPet-SUMO1-YPet FRET cleavage; inhibition, % at 10 µM; Sentrin-specific protease 1 (Homo sapiens), Q9P0U3; AID 624204, 2012;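 active = inhibition at least 30% at 10 µM, raw YFP signal under a set limit, fluorescence ratio 0.5 to 1.5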;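 note: 0% = enzyme with DMSO and 100% = no enzyme wells; some results filed as inactive read as strong as hits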
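System: Recombinant human SENP1 catalytic domain, His6-tagged | Incubation: Enzyme reaction for 50 min at room temperature, dark | Medium: Tris pH 8 with BME, BSA, NP40 and catalase | Also added: 25 nM SUMO1 FRET substrate | Compound: 10 µM single point, 0.5% DMSO | Measured by: FRET fluorescence in CFP and YFP emission channels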
NLRP3 yeast inh: NALP3 inflammasome inhibitors in reconstituted yeast, primary screen, luminescence, uHTS | Yeast reconstituted NLRP3/ASC/caspase-1, beta-gal luminescence, 24 h | AID 2825, 2010 | inhibition, % at 10 µM | hit rate 0.39% among 330,000;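 active = inhibition of 50% or more; inactive = inhibition below 50%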;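 note: plate controls were induced DMSO wells for no effect and uninduced yeast grown without galactose for full effect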
SENP8 block-1: human SENP8 protease inhibitors, primary screen, biochemical, fluorescence, Nedd8 protein substrate, uHTS. recombinant SENP8. Sentrin-specific protease 8 (Homo sapiens), Q96LD8. hit rate 0.64% among 360,000. AID 602440, 2012. inhibition, % at 20 µM; in the data active = inhibition mostly above about 40%, no sharp cut-off; inactive = mostly below about 27%
Apaf-1 inh: inhibitors of human Apaf-1 apoptosome, primary screen, biochemical, DEVD-Rh110 fluorescence, uHTS | hit rate 0.71% among 330,000 | Apoptotic protease-activating factor 1 (Homo sapiens), O14727 | reconstituted apoptosome caspase-3 activity | inhibition, % at 20 µM; active = inhibition of at least 40% at 20 µM;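 note: plate controls were DMSO wells for no effect and DEVD-CHO caspase inhibitor wells for full effect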
Target sequence (O14727 whole entry, looked up): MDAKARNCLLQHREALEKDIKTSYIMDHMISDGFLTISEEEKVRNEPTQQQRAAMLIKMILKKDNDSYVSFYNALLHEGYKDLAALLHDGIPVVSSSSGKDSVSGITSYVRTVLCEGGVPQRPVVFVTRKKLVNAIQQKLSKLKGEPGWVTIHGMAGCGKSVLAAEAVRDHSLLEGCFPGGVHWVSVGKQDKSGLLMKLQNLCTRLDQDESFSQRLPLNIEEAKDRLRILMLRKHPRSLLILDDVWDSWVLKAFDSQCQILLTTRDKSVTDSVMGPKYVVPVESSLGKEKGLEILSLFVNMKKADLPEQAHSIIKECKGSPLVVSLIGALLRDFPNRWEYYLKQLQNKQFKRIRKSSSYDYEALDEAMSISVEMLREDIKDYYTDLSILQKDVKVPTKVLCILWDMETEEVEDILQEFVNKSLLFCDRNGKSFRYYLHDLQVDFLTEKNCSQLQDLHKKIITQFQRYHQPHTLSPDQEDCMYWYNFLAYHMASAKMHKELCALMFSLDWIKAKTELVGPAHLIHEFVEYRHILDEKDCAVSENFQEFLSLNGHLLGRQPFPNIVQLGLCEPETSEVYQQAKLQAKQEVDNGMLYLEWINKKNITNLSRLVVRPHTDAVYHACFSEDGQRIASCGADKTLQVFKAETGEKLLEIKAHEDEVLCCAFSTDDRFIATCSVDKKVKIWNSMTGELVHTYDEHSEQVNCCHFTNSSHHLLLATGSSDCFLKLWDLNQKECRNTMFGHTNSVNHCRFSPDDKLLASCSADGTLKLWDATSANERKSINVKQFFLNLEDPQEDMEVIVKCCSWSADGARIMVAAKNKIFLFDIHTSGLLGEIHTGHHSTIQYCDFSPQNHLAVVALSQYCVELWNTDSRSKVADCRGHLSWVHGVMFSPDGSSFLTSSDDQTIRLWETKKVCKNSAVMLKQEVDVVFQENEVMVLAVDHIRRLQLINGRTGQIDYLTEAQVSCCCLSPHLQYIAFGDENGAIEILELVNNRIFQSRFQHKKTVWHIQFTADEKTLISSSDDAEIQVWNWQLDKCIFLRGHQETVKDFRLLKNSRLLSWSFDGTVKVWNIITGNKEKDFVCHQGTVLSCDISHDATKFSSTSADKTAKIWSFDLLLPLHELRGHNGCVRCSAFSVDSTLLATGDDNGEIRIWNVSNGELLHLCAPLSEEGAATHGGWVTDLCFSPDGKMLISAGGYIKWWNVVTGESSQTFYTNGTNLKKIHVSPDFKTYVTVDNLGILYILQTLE
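Material: reconstituted apoptosome with Apaf-1, cytochrome c, caspase-9, procaspase-3, dATP / Buffer or medium: pH 7.5 Hepes buffer with CHAPS, BSA, DTT / Also added: cytochrome c with DEVD-Rh110 / Schedule: compound with Apaf-1, dATP, procaspase-3 30 min, then 50 min reaction, room temperature / Technique: rhodamine 110 fluorescence at Ex 480/Em 540 nm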
SENP8 block-2: SENP8 protease inhibitors, primary screen, biochemical, luminescence | Sentrin-specific protease 8 (Homo sapiens), Q96LD8 | AID 2540, 2010 | inhibition, % at 10 µM | hit rate 1.2% among 330,000 | purified SENP8, Z-RLRGG-aminoluciferin cleavage; in the data active = inhibition above about 50%
SENP7 inh: SENP7 protease inhibitors, primary screen, biochemical, luminescence, uHTS; hit rate 1.5% among 330,000; recombinant SENP7, Z-RLRGG-aminoluciferin luminescence, 40 min; Sentrin-specific protease 7 (Homo sapiens), Q9BQF6; inhibition, % at 5 µM;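 active = inhibition above about 50% at the single test dose, limit read from the data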;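 note: plate controls were DMSO with enzyme for no effect and no enzyme buffer wells for full effect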
SENP6 inh: SENP6 protease inhibitors, primary screen, biochemical, luminescence, uHTS; Sentrin-specific protease 6 (Homo sapiens), Q9GZR1; Recombinant SENP6 catalytic domain, aminoluciferin luminescence; inhibition, % at 10 µM; hit rate 1.8% among 330,000; AID 2599, 2010;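 active = inhibition above about 50% at the single tested dose, limit read from the data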;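 note: plate controls were DMSO wells with enzyme for no effect and DMSO wells lacking enzyme for full effect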
PfG6PD inh: PfG6PD enzyme inhibitors, primary screen, biochemical, fluorescence intensity, uHTS; glucose-6-phosphate dehydrogenase-6-phosphogluconolactonase (Plasmodium falciparum 3D7); PfGluPho enzyme, NADPH resazurin-diaphorase fluorescence; inhibition, % at 20 µM; hit rate 0.78% among 350,000;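 active = inhibition reaching at least a set limit at 20 µM in the primary screen, cut at about 59% in these data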;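 note: 0% = DMSO wells with substrate and 100% = DMSO wells lacking glucose-6-phosphate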
* marks the source's active call; other numbers are inactive results; · = no result given.

SMILES	HKDC1 inh	SENP1 inh	NLRP3 yeast inh	SENP8 block-1	Apaf-1 inh	SENP8 block-2	SENP7 inh	SENP6 inh	PfG6PD inh
COc1ccc(CCNC(=O)C(NS(=O)(=O)c2ccc3c(c2)CCN3C(C)=O)C(C)C)cc1OC (stereo not drawn)	·	·	10	·	8	-2	1	2	·
CCOc1ccc(CNC(=O)C2CCN(S(=O)(=O)CC)CC2)cc1OC	8	-1	12	4	-10	-1	2	-11	-15
CC1=C(C(=O)Nc2ccc(Cl)cc2)C(c2ccncc2)C(C#N)=C(SCC(N)=O)N1 (stereo not drawn)	-6	2	6	-9	-16	-5	-1	-15	16
CCC(=O)NCCc1c[nH]c2ccccc12	1	1	-9	29	-3	0	6	-1	-5
CC(C)CCc1c(O)nc(SCC(C)C)[nH]c1=O	-5	-1	17	17	-6	5	-6	-2	-3
COc1ccc(-c2nc3ccc(C(=O)NCC(OC)OC)cc3nc2-c2ccc(OC)c(OC)c2)cc1OC	8	-26	9	-114	5	-6	-5	-16	17
O=C(NC(=S)N1CCCCC1CO)c1cccs1 (stereo not drawn)	-4	2	16	5	5	5	13	0	7
O=C(C1CCN(S(=O)(=O)c2ccc(Br)s2)CC1)N1CCc2ccccc21	1	5	55*	1	24	-11	-18	-1	-11
O=C(O)C1C2C=CC(C2)C1C(=O)NCc1ccco1 (stereo not drawn)	-9	-1	-2	-6	0	4	5	11	-3
CCN(C(=O)CSc1cc(-c2ccccc2)c2ccc(OC)cc2n1)C1CCS(=O)(=O)C1 (stereo not drawn)	-1	0	8	-113	20	0	-3	8	38
N#Cc1ccc(C(=O)Nc2cc(S(=O)(=O)N3CCOCC3)ccc2N2CCCC2)cc1	3	0	13	1	1	1	0	-11	-3
Cc1ccccc1Cn1nc(C)c(NC(=O)c2cc3n(n2)C(C(F)F)CC(C(F)F)N3)c1C (stereo not drawn)	0	1	5	14	3	8	1	-12	-9
CSc1ccc(S(=O)(=O)Nc2ccc3c(c2)NC(=O)CC3)cc1	3	1	0	-20	12	6	-7	-4	-7
CCc1ccccc1NC(=O)CSc1nnc(Cn2cnc3ccccc32)o1	-5	3	12	18	2	-1	1	-15	7
O=C(CSc1nnc(NC2CCCCC2)s1)NN1C(=O)NC2(CCCCC2)C1=O	9	1	6	12	15	-1	5	0	-27
Cc1noc(C)c1S(=O)(=O)N(CC(=O)N1CCCCCC1)c1ccc(C(C)C)cc1	-3	-11	-1	-2	11	5	-9	-17	-11
O=C(NN=C1c2ccccc2-c2ccccc21)c1ccccc1Br	-2	2	33	-2	14	2	-13	0	6
Cc1ccc(NC(=S)c2nc3ccccc3[nH]2)c(C)c1	-32	1	31	6	-1	25	-4	49	8
O=C(NCc1nc(-c2ccc(C(F)(F)F)cc2)no1)c1cccs1	0	-1	17	7	-3	1	-3	-10	17
O=C(C[C@@H]1C/C=C\CC[C@@H](Cc2ccc(F)cc2)C(=O)OC[C@@H]2CCCN2C1=O)NCCO	0	3	20	5	10	-3	8	-15	8
CCS(=O)(=O)NCc1csc(-c2ccccc2)n1	-4	4	13	8	-2	1	-1	0	-1
COc1ccc(C2c3cc(OC)c(OC)cc3CCN2S(C)(=O)=O)cc1OC (stereo not drawn)	0	0	4	9	-4	-7	-7	-19	-28
Cc1nc2sc(-c3ccccc3)cc2c(=O)n1/N=C/N(C)C	-10	0	17	-235	-6	7	7	-21	6
CCc1ccc(C(=O)NNC(=O)C2CCN(c3ncnc4sc(C)c(C)c34)CC2)cc1	0	-1	16	-2	16	8	-6	1	-11
Cc1nc(N)sc1N=Nc1c(C)n(C)n(-c2ccccc2)c1=O	1	1	-1	21	-13	7	5	-5	24
CC1(C)CC(=O)C2=C(C1)N(c1cccc(Cl)c1)C(=O)NC2(C(F)(F)F)C(F)(F)F	-8	2	2	-5	10	-2	-2	1	-12
O=C(CCNS(=O)(=O)c1ccc(Cl)cc1)N1CCN(c2ccccn2)CC1	3	1	10	-2	5	2	8	-4	3
CN(C(=O)COc1ccc(Cl)cc1Cl)C1(C)CCS(=O)(=O)C1 (stereo not drawn)	-7	2	0	13	1	-1	1	-3	-7
COc1ccc(OC)c(Nc2nc(-c3sc(N)nc3C)cs2)c1	-4	-12	-5	-3	1	7	-1	-5	34
CCC(NC(=S)NCc1ccc(F)cc1)c1ccc(C(C)C)cc1 (stereo not drawn)	0	-2	33	6	13	3	-6	2	26
COC(=O)CNC(=O)/C=C/c1ccc(OC)cc1	-11	0	19	6	-12	-9	-8	6	-1
O=C(Nc1cc(S(=O)(=O)N2CCOCC2)ccc1Cl)c1cc(=O)c2ccccc2o1	12	0	1	17	10	2	10	-10	-23
CCc1n[nH]c(=S)n1/N=C/c1c[nH]c2ccc(Br)cc12	-3	2	29	14	-13	6	5	-6	28
COCCCNC(=O)CC1C[C@H](C(=O)N2CCCCC2)[C@@]2(CCc3ccccc3)c3[nH]c4ccc(OC)cc4c3CCN2C1=O (stereo partly drawn)	13	-1	·	2	17	·	1	·	8
O=C(O)CC/C(=N/NC(=O)c1cccs1)c1ccccc1	-4	0	-5	15	0	-6	-3	-1	-9
Cc1cc(C)n(/N=C/c2cccc(O)c2)c(=O)c1C(N)=O	-9	2	7	3	-5	-2	10	-27	-6
Cc1cccc(N(C(=O)Cn2nnc(-c3ccc(C)o3)n2)C(C(=O)NC2CCCC2)c2ccncc2)c1 (stereo not drawn)	-3	-3	9	6	1	-6	-5	-20	-10
Cc1ccc(NC(=O)c2ccc(Cl)nc2)cc1	1	1	24	16	-12	-5	7	-17	-8
O=c1cc(N2CCC(Cc3ccccc3)CC2)[nH]c(=O)n1C1CCCCC1	-2	0	18	12	17	-5	-3	-12	-9
O=C(NCCNC(=O)c1ccccn1)c1ccccc1	-5	0	11	14	2	2	-5	5	-3
Cc1ccc(C(=O)C2CCN(CC(=O)Nc3nc(C)cs3)CC2)cc1	6	-5	30	2	6	-2	-7	-4	-17
O=C(O)c1cc2cc(Oc3ccccc3)ccc2[nH]1	-4	0	12	-14	1	-5	3	27	-19
CCN1C(=O)CCC(C(=O)O)C1c1ccc(OC)cc1 (stereo not drawn)	2	1	7	-3	-12	-13	9	-17	-19
CSc1ccccc1NC(=O)CSCc1ccc(Br)cc1	-5	2	46	11	14	-3	-11	-6	20
COc1ccccc1NC(=O)c1ccccc1NC(=O)c1ccccn1	-3	1	11	3	15	-16	10	-25	2

Three compounds from above, reduced to SENP8 block-1 and PfG6PD inh:
molecule	SENP8 block-1	PfG6PD inh
O=C(NCCNC(=O)c1ccccn1)c1ccccc1	14	-3
Cc1ccc(C(=O)C2CCN(CC(=O)Nc3nc(C)cs3)CC2)cc1	2	-17
O=C(O)c1cc2cc(Oc3ccccc3)ccc2[nH]1	-14	-19

The listing continues:
SMILES	HKDC1 inh	SENP1 inh	NLRP3 yeast inh	SENP8 block-1	Apaf-1 inh	SENP8 block-2	SENP7 inh	SENP6 inh	PfG6PD inh
S=c1[nH]c2ccccc2n2cccc12	-4	2	18	2	4	-3	10	5	24
Cc1ccc(NC(=O)CN(c2ccccc2)S(=O)(=O)N(C)C)cc1C	4	3	9	15	-5	4	4	-12	-1
CC(C)(C)OC(=O)N1CCC(c2c(C(=O)N3CCN(C(=O)c4ccco4)CC3)cnn2-c2cccc(Cl)c2)CC1	0	-1	5	10	10	-9	4	-4	3
C=CCn1c(SCC(=O)Nc2cc(NC(C)=O)ccc2OC)nnc1-c1ccccn1	-4	0	9	18	-1	3	5	-16	-7
Cc1nc(/C(=N/O)C(N)=O)cs1	-5	-2	3	12	-21	1	3	-1	-3
Clc1ccc(-c2ncc3ccccn23)cc1	-5	-32	17	-399	8	-4	6	-5	13
CCN(CC)CC(C)OC(=O)c1cc(OC)c(OC)c(OC)c1 (stereo not drawn)	6	4	1	19	-10	6	0	10	5
Cc1c(C)n(C)c2ccc([N+](=O)[O-])cc12	0	2	11	17	10	2	-2	-10	4
NC(=O)SC/C(=N\S(=O)(=O)c1ccccc1)Nc1ccccc1	-8	0	1	14	-33	-9	-5	-15	-12
CC(C)(CO)CNC1CCCN(C2Cc3ccccc3C2)C1 (stereo not drawn)	-3	1	8	12	11	-10	15	-3	5
CCCC1SCC(C)(C)NC1=O (stereo not drawn)	-10	2	·	7	·	·	·	·	7
CCOC(=O)CCc1c(C)c(C#N)c2nc3ccccc3n2c1-n1ccnc1	1	-22	10	-98	-5	5	3	0	-16
O=C(COc1cccnc1[N+](=O)[O-])NCc1ccccc1	3	0	-1	10	9	-5	-16	-9	-14
C=CCn1c(SC(F)F)nc2scc(-c3ccco3)c2c1=O	-2	-5	8	-29	17	-3	15	-6	-12
COc1ccc(OCc2cc(/C=N\NC(=O)c3ccccc3)ccc2OC)cc1	-2	0	26	-3	15	-3	-4	16	16

With a hit mark in NLRP3 yeast inh, of those listed so far:
canonical_smiles | HKDC1 inh | SENP1 inh | NLRP3 yeast inh | SENP7 inh | SENP6 inh | PfG6PD inh
O=C(C1CCN(S(=O)(=O)c2ccc(Br)s2)CC1)N1CCc2ccccc21 | 1 | 5 | 55* | -18 | -1 | -11

Later entries
SMILES	HKDC1 inh	SENP1 inh	NLRP3 yeast inh	SENP8 block-1	Apaf-1 inh	SENP8 block-2	SENP7 inh	SENP6 inh	PfG6PD inh
CCCCNC(=O)C(CC)Sc1nc2sc(C(=O)OC)c(C)c2c(=O)n1N (stereo not drawn)	-4	-5	18	-45	-2	-7	3	-6	20
Cc1cc(Nc2cccc([N+](=O)[O-])c2)c2ccccc2n1	-2	1	-8	7	-10	3	0	-1	1
Cc1ccc(N2CC(C(=O)Nc3cccc(F)c3)CC2=O)cc1 (stereo not drawn)	-10	3	18	6	-21	5	1	-9	7
CCOc1ccc(N2C(=O)CC(N(CCc3ccc(OC)cc3)C(=O)c3cccc(F)c3)C2=O)cc1 (stereo not drawn)	14	1	15	12	25	-9	-10	-13	-43
C=CCn1c(SCC(=O)NC2CCCCC2)nc2ccccc2c1=O	-5	1	4	9	-12	-3	-5	-8	2
Cc1cc(C)c(C)c(S(=O)(=O)N2CCN(c3ccc(O)cc3)CC2)c1C	21	-3	35	-3	6	-6	-1	-6	39
O=C(O)C1=C[C@H](c2ccc(C(F)(F)F)cc2)C[C@H](OCc2ccc(CO)cc2)O1	-5	0	13	2	3	-9	-14	0	-13
COc1ccc(/C(N)=C/C(=O)C(C)(C)C)cc1	-6	0	35	13	-2	0	-5	-8	-4
COC(=O)c1ccc(CS(=O)(=O)c2ccc(C)cc2)o1	-4	-1	8	20	3	2	5	5	1
